Screening data as filed in PubChem BioAssay.
TDP1 cell noCPT: qHTS for Inhibitors of human tyrosyl-DNA phosphodiesterase 1 (TDP1): qHTS in cells in absence of CPT. DT40 Tdp1-/- hTDP1 cells, no CPT, ATP luminescence, 48 h. Potency, µM (doses to about 46.2 µM), inactives show top-dose activity change, negative = growth inhibition, actives largely listed as inhibitors. 420,000 tested, 15% active; note: nearly all actives have a fitted effect of over 55% in size
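Readout: luminescence from CellTiter-Glo after 30 min in the dark at RT. Cells: DT40 Tdp1-/- with stable hTDP1, 400/well. Exposure: compounds alone, ≥48 hr, 37 °C.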
N370S GC: qHTS Assay for Inhibitors and Activators of N370S glucocerebrosidase as a Potential Chaperone Treatment of Gaucher Disease; Lysosomal acid glucosylceramidase (Homo sapiens), P04062; N370S GC spleen homogenate, 4MU-glucoside fluorescence; Potency, µM (highest dose often 59.4 µM), for inactives: at the highest dose activity change, negative = inhibition, usual class: inhibitors; 330,000 tested, 0.092% active;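 note: 0% = full enzyme activity and -100% = no enzyme basal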
TDP1 inh: qHTS Assay for Inhibitors of Tyrosyl-DNA Phosphodiesterase (TDP1); Tyrosyl-DNA phosphodiesterase 1 (Homo sapiens), Q9NUW8; recombinant TDP1, AlphaScreen DNA substrate cleavage; Potency, µM (titrated, usually from 130 µM), for inactives: at the highest dose activity change, negative = inhibition, actives largely listed as inhibitors; 350,000 tested, 0.28% active; AID 485290, 2010; note: nearly all actives have a fitted effect of over 40% in size
Target sequence (Q9NUW8 whole entry, looked up): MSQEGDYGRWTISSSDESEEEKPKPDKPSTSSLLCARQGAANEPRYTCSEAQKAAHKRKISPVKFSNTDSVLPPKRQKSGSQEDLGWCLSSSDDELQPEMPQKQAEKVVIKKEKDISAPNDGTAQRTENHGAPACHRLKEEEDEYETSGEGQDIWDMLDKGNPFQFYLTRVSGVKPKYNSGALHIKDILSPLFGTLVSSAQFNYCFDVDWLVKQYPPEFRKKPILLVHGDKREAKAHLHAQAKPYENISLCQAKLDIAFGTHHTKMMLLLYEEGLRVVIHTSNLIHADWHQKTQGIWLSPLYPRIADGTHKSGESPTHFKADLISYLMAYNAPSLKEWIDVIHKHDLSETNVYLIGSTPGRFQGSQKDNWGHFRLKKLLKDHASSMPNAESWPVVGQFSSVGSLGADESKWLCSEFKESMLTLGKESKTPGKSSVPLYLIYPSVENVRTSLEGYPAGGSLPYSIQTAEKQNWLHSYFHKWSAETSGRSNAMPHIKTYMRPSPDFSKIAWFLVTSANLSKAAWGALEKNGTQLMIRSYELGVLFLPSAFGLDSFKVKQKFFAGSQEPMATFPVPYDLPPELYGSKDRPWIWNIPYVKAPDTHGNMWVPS
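Enzyme-compound mixtures sat 15 min at room temperature, followed by a 5 min reaction with 15 nM final substrate and 10 min with AlphaScreen beads. Recombinant human Tdp1 was used at 1 nM final.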
The depositor's hits bear a star; ? = inconclusive; · = not tested or not shown; [ ] = another dose, or the depositor's remark. Calls come from the whole dose curve; as a rule, active = well fitted curve in the direction sought with a large enough effect; inconclusive = small, poorly fitted or top-dose-only effect, or another doubt; inactive = no such curve, though single readings can be large; an effect the other way counts as inactive or inconclusive. Unless noted, % is set by controls: 0 for no effect and ±100 for the full control effect; potency is the fitted concentration of half-maximal effect. These rows are one share of the data. The share of hits here may be higher or lower than overall.

A first look, 2 compounds:
nr	SMILES	TDP1 cell noCPT	N370S GC	TDP1 inh
1	COCCNC(=S)N/N=C(\C)c1cc2ccccc2o1	18µM*	-3%	5%
2	COc1ccc(NC(=O)C2CC(=O)N/C(=N/N=C/c3ccco3)S2)cc1 (stereo not given)	1%	7%	4%

All compounds of this part (from the top)
nr	SMILES	TDP1 cell noCPT	N370S GC	TDP1 inh
1	COCCNC(=S)N/N=C(\C)c1cc2ccccc2o1	18µM*	-3%	5%
2	COc1ccc(NC(=O)C2CC(=O)N/C(=N/N=C/c3ccco3)S2)cc1 (stereo not given)	1%	7%	4%
3	Cc1cccc(N(CC(=O)NC(C)(C)C)C(=O)CNC(=O)c2cccs2)c1	-20%	?	-1%
4	O=C(/C=C/c1ccc([N+](=O)[O-])cc1)N(c1ccccn1)C1CCCCC1	?	-15%	3%
5	O=C(CN1CCN(c2nc(-c3ccccc3)cs2)CC1)NCc1ccc2c(c1)OCO2	-25%	-6%	6%
6	CCOc1ccc(C(=O)CCC(=O)Nc2ncccc2O)cc1	-2%	-1%	·
7	O=C(NCCc1cccs1)C1CC(c2ccccc2F)=NO1 (stereo not given)	-15%	0%	4%
8	CCc1ccc(CNCCSc2nnnn2C)cc1	-13%	2%	-2%
9	COCCCNC(=O)CCCn1c(=O)[nH]c2ccccc2c1=O	-10%	8%	-1%
10	CC1CCc2sc(C(=O)NNC(=S)NC3CC3)cc2C1 (stereo not given)	2%	0%	2%

Individual results from above:
`O=C(CN1CCN(c2nc(-c3ccccc3)cs2)CC1)NCc1ccc2c(c1)OCO2` – TDP1 inh = 6%
`COc1ccc(NC(=O)C2CC(=O)N/C(=N/N=C/c3ccco3)S2)cc1` (stereo not given) – N370S GC = 7%

Other records.
nr	SMILES	TDP1 cell noCPT	N370S GC	TDP1 inh
11	COC(=O)c1ccc2c(=O)n(CC3CCCO3)c(SCC(=O)Nc3ccccc3Cl)nc2c1 (stereo not given)	?	-1%	5%
12	Cc1ccc(NC(=O)Nc2nc(-c3ccc(C)s3)cs2)cc1	12µM*	16%	1%
13	COc1cccc2cc(C(N)=O)oc12	7%	9%	5%
14	CCOC(=O)C1CCCN(C(=O)c2cccc(S(=O)(=O)N3CCCC3)c2)C1 (stereo not given)	-33%	·	1%
15	O=C(NCc1cccc(F)c1)c1cccc2c1C(=O)c1ccc(N3CCCC3)cc1S2(=O)=O	12µM*	·	1%
16	CN(Cc1cccc(Cl)c1Cl)C(=O)CCNC(=O)c1ccco1	-19%	·	-1%
17	Cc1ccc(S(=O)(=O)NCC2CCC(C(=O)NCCCN3CCCC3=O)CC2)cc1 (stereo not given)	30%	-1%	3%
18	CCOc1ccc(C2CC(=O)NC3=C2C(=O)CCC3)cc1Cl (stereo not given)	-13%	-8%	7%
19	CSCCC(NC(=O)c1ccc(Cl)cc1Cl)C(=O)N1CC(C)OC(C)C1 (stereo not given)	-12%	·	2%
20	C=CCNS(=O)(=O)NC(=O)C1=C(N2CCCC2)COC1=O	2%	·	1%

One compound at a time, from the list above.
Shown for `CCOC(=O)C1CCCN(C(=O)c2cccc(S(=O)(=O)N3CCCC3)c2)C1` (stereo not given) = TDP1 cell noCPT: -33%; N370S GC: ·; TDP1 inh: 1%
Shown for `O=C(NCCc1cccs1)C1CC(c2ccccc2F)=NO1` (stereo not given) = TDP1 cell noCPT: -15%; N370S GC: 0%; TDP1 inh: 4%

(cont.)
nr	SMILES	TDP1 cell noCPT	N370S GC	TDP1 inh
21	CCOc1ccc(C(=O)NC(C)CCc2ccccc2)cc1 (stereo not given)	?	5%	·
22	CC(=O)Nc1ccccc1OCc1cnc(Cl)s1	1%	-19%	0%
23	Nc1c2ccccc2nc2c(O)cccc12	·	8%[21.6 µM]	14%[21 µM]
24	Cc1cccc(CCn2c(=O)c3ccccc3n(Cc3cccc(F)c3)c2=O)c1	23µM*	·	-2%[12.3 µM]
25	Cc1ccc(C(=O)N2CCCCC2)cc1NC(=O)c1nsc2ccccc12	?	·	8%
26	Cc1cccc(C)c1NC(=O)CN1C(=O)c2ccccc2Sc2ncccc21	-29%	·	8%
27	CCOc1ccc(C(=O)NCc2nc(-c3ccc(Cl)cc3)no2)cc1OCC	?	·	-9%
28	CCN=C1NN=C(c2cc(C)n(Cc3ccco3)c2C)CS1	18µM*	13%	5%
29	COc1ccc(-n2c(=O)c(-c3cc(F)cc(F)c3)nc3cnc(N(C)C)nc32)cc1	-1%	-7%	·
30	N#Cc1c(N)[nH]c(=S)c(C#N)c1-c1ccccc1	?	9%	2%
31	COc1cccc(OCc2cc(C(=O)N3CCCC3c3ccccn3)no2)c1 (stereo not given)	?	-8%	3%
32	COc1ccccc1-c1c(C)oc2cc(OC(=O)c3ccco3)ccc2c1=O	?	15%	4%
33	CNC[C@H](CC1CCCCC1)NC[C@H](NCCC1CCCC1)[C@H](C)O	21µM*	-1%	·
34	CCOc1nc2ccccc2nc1NS(=O)(=O)c1ccccc1	-9%	10%	7%
35	O=C(NCCCc1ccccc1)c1cc(COc2c(F)cccc2F)on1	0%	21%	·
36	O=C(Nc1cccc(Cl)c1)OCC#CCCl	·	1%	21%
37	CCOC(=O)C1=C(C)N(C[C@@H]2CC[C@@H](Cc3ccc(-c4ccccc4)cc3)O2)C(=O)NC1c1ccc(-c2ccccc2)cc1 (stereo not given in full)	?	·	-8%[56.1 µM]
38	c1ccc(N2CCN(CCc3nnc4n3CCCCC4)CC2)cc1	-4%	-1%	-7%
39	O=C(N=C1c2ccccc2CN1c1cccc(Cl)c1)c1cccnc1	7%	15%	-2%
40	Cc1ccc(-c2nnc(SCC(=O)NC(C)(C)C)nc2-c2ccc(C)cc2)cc1	?	·	10%
41	COc1ccc(CN(C(=O)Cc2coc3ccc(C)cc23)C2CCS(=O)(=O)C2)cc1 (stereo not given)	?	·	6%
42	O=C1C2CC=CCC2C(=O)N1c1cccc(OS(=O)(=O)c2ccc3ccccc3c2)c1 (stereo not given)	?	8%	2%
43	OCCn1nc(-c2ccccc2)cc1-c1ccccc1	-29%	-14%	·
44	CCOC(=O)CC(=O)NC1(Cc2ccc(O)cc2)CCCCC1	3%	-3%	5%
45	COc1ccc(-c2[nH]ncc2-c2ccc(Cl)cc2)c(O)c1	?	-10%	9%
46	CCOCCCN(C)C1CCN(C(=O)c2oc3ccccc3c2NC(=O)c2ccc(F)cc2)CC1	-9%	?	2%
47	Cc1nc2c(=O)n(-c3ccc(F)cc3F)nc(C)c2s1	-5%	4%	3%
48	CCOC(=O)C1=C(O)C(=O)N(c2ccc(S(N)(=O)=O)cc2)C1c1ccc(Br)cc1 (stereo not given)	17%	0%	·
49	C=C(C(=O)c1ccccc1)C(C(=C)C(=O)c1ccccc1)c1ccc(OC)cc1	5.2µM*	13%	-3%
50	CCN1C(=O)[C@H]2[C@@H](c3ccc(C)cc3)N3C(=O)N(c4ccc(OC)cc4)C(=O)[C@@]3(Cc3ccccc3)[C@H]2C1=O	-24%	-3%	5%
51	N#Cc1ccc(CSc2nnc(-c3cnccn3)o2)cc1	-9%	20%	6%
52	CCCCNC(=O)CC1NCCNC1=O (stereo not given)	0%	16%	1%
53	CCOc1ccc(OCC)c(Nc2nc3ccc(C(=O)c4ccccc4)cc3n3cnnc23)c1	-10%	·	0%
54	COC(=O)C1=C(C(=O)OC)[C@@H]2N(Cc3ccccc3)c3ccccc3[C@@]23C[C@@H](C(=O)OC)N(C(=O)c2cc(C)oc2C)C3=N1	18µM*	2%[12.8 µM]	3%[12.3 µM]
55	COc1ccc(C2(C(=O)Nc3ccc(OC)cc3OC)CCCC2)cc1	23µM*	20%	1%
56	Cc1ccc(S(=O)(=O)c2nc(S(=O)(=O)c3ccc(C)cc3)c(NCCCOC(C)C)s2)cc1	16µM*	·	-5%
57	Cc1ccc(S(=O)(=O)N(C)CC(=O)Nc2cccnc2)cc1	0%	-5%	2%
58	Cc1cccn2c(=O)c3cc(C(=O)NC4CCCC4)c(=N)n(C4CCCCC4)c3nc12	?	1%	·
59	Cc1ccc(Cn2c(N)nc3ccccc32)cc1	9.2µM*	2%	·
60	CSc1nc(-c2ccccc2)nc(N2CCCC2)c1C(C)=O	-14%	15%	3%
61	COc1ccc(Cc2nnc(NC(=O)c3ccc(OC)c(OC)c3)s2)cc1	23µM*	0%	·
62	N#Cc1ccc(Oc2c(Cl)cncc2Cl)cc1	-12%	-1%	·
63	Cc1ccc(Sc2nc(-c3ccccc3)nnc2C(F)(F)F)cc1	21µM*	1%	-1%
64	O=C(c1cccc(N2C(=O)C3C4C=CC(C4)C3C2=O)c1)N1CCCc2ccccc21 (stereo not given)	?	-15%	-1%
65	COc1ccc2[nH]c(C)c(C(=O)CN3CCc4cc(OC)c(OC)cc4C3)c2c1	18µM*	2%	1%
66	CCOC(=O)c1c(C)n(-c2ccc(OC)cc2)c2c(C/C(C)=N/O)c(Br)c(OC)c(O)c12	-28%	4%	9%
67	O=C(N/N=C/c1ccccc1O)c1cc(=O)[nH]c2ccccc12	·	6%	1%
68	Cc1cc(NC(=O)C(C)SCC(=O)OCC(=O)Nc2c(C)cccc2C(C)C)no1 (stereo not given)	1%	·	1%
69	COc1ccc(/C=C2/NC(=O)CNC2=O)cc1	-1%	-5%	·
70	CCCC/C(C)=N/NC(=O)CN(c1ccc(Br)cc1)S(=O)(=O)c1ccccc1	4%	-2%	8%

The listing continues.
nr	SMILES	TDP1 cell noCPT	N370S GC	TDP1 inh
71	CC1(C)C[C@@H]2C[C@@](C)(CN2C(=O)c2cc(COc3cccc(C(F)(F)F)c3)on2)C1	18µM*	3%	1%
72	Cc1cc(-c2ccc(S(=O)(=O)N3CCc4ccccc4C3)s2)on1	-11%	-4%	·
73	CCn1c2ccccc2c2cc(NC(=O)COC(=O)c3ccc(O)cc3)ccc21	-1%	-6%	·
74	Cc1ccc(CN2CCN(/N=C/c3cc(Br)cc(Br)c3O)CC2)cc1	21µM*	27%	-3%
75	O=C(Cc1ccccc1)NNC(=O)c1ccccc1C(=O)O	3%	6%	2%
76	O=C(C1CC(=O)N(c2ccccc2)C1)N1CCN(C2=NS(=O)(=O)c3ccccc32)CC1 (stereo not given)	0%	12%	-2%
77	O=C(Nc1ccccc1Cl)Nn1cnnc1	3%	-16%	3%[56.1 µM]
78	Cc1ccc(NC(=O)CSCC(=O)N2CCN(c3cccc(C(F)(F)F)c3)CC2)cc1	15µM*	-2%	·
79	CCOc1cc(C2C(C(=O)OC)=C(C)N=C3SC(C)C(=O)N32)ccc1OC(C)=O (stereo not given)	?	21%	0%
80	c1ccc(-n2ncc3c(NCc4cccs4)ncnc32)cc1	?	-5%	1%
81	Cc1ccc(S(=O)(=O)Nc2c(NC3CCCCC3)c3ccccc3oc2=O)cc1	1%	12%	2%
82	CCN(CC)c1ccc(C(=O)N/N=C/c2ccccc2OC(F)F)cc1	?	3%	5%
83	S=C(c1ccc(-c2ccccc2Cl)o1)N1CCCCC1	16µM*	5%	0%
84	CCc1cc(=O)oc2c3c(cc(OCC(=O)NCc4ccncc4)c12)OC(C)(C)CC3	21µM*	?	·
85	COC(=O)c1ccccc1NC(=O)N1CCCC1	-12%	8%	-2%
86	COc1cc2c(c(OC)c1OC)-c1ccc(NC(=O)c3ccccc3)c(=O)cc1[C@@H](NC(C)=O)CC2	-9%	-12%	·
87	CC(=O)Nn1cc2c(=O)n(C)c(=O)n(C)c2c1	-1%	10%	2%
88	N/C(=N\OC(=O)c1cccnc1)c1ccccc1Cl	?	17%	1%
89	Cc1ccc(C)c(NC(=O)CCc2nnc3ccc(N4CCCCC4)nn23)c1	1%	4%	6%
90	Cc1nn(Cc2ccccc2Cl)c(C)c1NC(=O)c1noc2c1CCCCC2	?	11%	-2%
91	COC(=O)c1ccc(OCCOCCOc2cccc3ccc(C)nc23)cc1	23µM*	-21%	1%
92	O=C(NC1CCCc2ccccc21)c1ccc(CNc2c(N3CCOCC3)c(=O)c2=O)cc1 (stereo not given)	-1%	-6%	-3%
93	CCCc1cnc(N2CCN(S(=O)(=O)c3cccs3)CC2)nc1	-26%	15%	1%
94	CCC(C(=O)Nc1cc(C)ccc1OC)n1nnc(C(=O)OC)c1C(=O)OC (stereo not given)	15%	·	-2%
95	CCOC(=O)c1cnc2nc(N3CCOCC3)nn2c1N	1%	-4%	-3%
96	O=C(NNC(=S)Nc1ccc(Cl)cc1)c1ccccc1	?	-2%	4%
97	COc1ccc(CNC(=O)c2ccc(-c3nc(CSc4ccc(C)cc4)c(C)o3)cc2)cc1OC	-26%	·	3%
98	CCOC(=O)C(Cc1ccccc1)NC(=O)CCc1c(C)nc2ncnn2c1C (stereo not given)	-16%	·	3%
99	CC1CC2(CCCCC2)Nc2c1ccc1ccccc21 (stereo not given)	10µM*	3%	6%
100	Nc1nonc1C(=Nc1ccc(Br)cc1)NO	?	2%	9%
101	O=C(NCc1ccccc1)c1ccc2c(c1)CCN2S(=O)(=O)c1ccccc1	?	·	5%
102	CCOC(=O)C(=CNc1ccc2c(c1)nnn2-c1ccc(Cl)cc1)C(=O)OCC	-75%	-6%	2%
